From PubChem
Dynein cargo inh: dynein cargo transport inhibition; hit rate 0.47% among 220,000; z-score, hits read low; 3617.4 mouse cells, GR-EGFP nuclear translocation imaging; test concentration mostly 20 µM; stimulated with dexamethasone, 1 µM; hits give low values;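 active = plate z-score of nuclear minus cytoplasmic receptor signal below a set negative limit, without overly bright fluorescence or cell loss, cut at about -3.5 in these data, passing the limit was not always enough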;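 note: z-score of nuclear minus cytoplasmic ring GR-EGFP intensity difference per well; some compounds called inactive have numbers as strong as hits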
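Buffer or medium: tetracycline-free induction medium containing charcoal-stripped FBS / Reagent: dexamethasone agonist, 1.0 µM final, for 30 min / Technique: automated 10x imaging of fixed Hoechst-stained cells / Times: induction 48 h, compound 1 h, agonist 30 min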
Hep lipid drop: modulators of hepatic lipid droplet formation; AML12 mouse hepatocytes, oleate lipid droplets, BODIPY imaging; inhibition, % at 6.5 µM; hit rate 0.4% among 240,000;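 active = lipid droplet intensity inhibited by at least 50%, with more than 500 cells counted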
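Assay system: AML12 mouse liver cells | Compound dosing: One dose, 6.5 µM compound | Read-out basis: Droplet intensity reduction, % inhibition | Measured by: Fluorescence imaging, 20x objective, two fields per well | Schedule: Overnight treatment with compound plus oleate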
TNAP activators: stimulation of alkaline phosphatase TNAP activity – biochemical, luminescent, no phosphate acceptor, uHTS, primary screen (AID 1001); hit rate 0.03% among 200,000; activation fold at 20 µM, or EC50 in µM where a hit was titrated; purified TNAP, luminescent activation assay, no phosphate acceptor; higher activation fold means a stronger effect; in the data active = activation fold from about 3, or a potency from the dose series; inactive = the rest, 99 in 100 with activation fold below about 1.6; note: many of its hits are not listed in these tables
Insulin prom up: MIN6 insulin promoter up-regulation. MIN6 insulin promoter-GFP reporter, high-content imaging; hits give high values. z-score at 5 µM. hit rate 0.3% among 190,000. AID 1625;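 active = z-score above 3 at 5 µM with at least 500 cells counted in the well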
Myeloid diff 2: myeloid differentiation induction. ER-HoxA9 myeloid progenitors, lysozyme-GFP differentiation, flow cytometry. calls only at 10 µM. hit rate 1% among 360,000. AID 624256;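 active = normalized GFP-positive differentiation at or above the plate's own cutoff, the solvent-only control mean plus 3 SD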;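 note: cells exposed to compound for four days before flow analysis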
PMI inhibitors: inhibitors of human PMI, primary screen, biochemical, fluorescence intensity, coupled assay (AID 1209); purified PMI enzyme, coupled fluorescence intensity; higher % means a stronger effect; hit rate 0.42% among 190,000; inhibition, % at 20 µM, or IC50 in µM where a hit was titrated; in the data active = inhibition above about 50%;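 note: plate controls were DMSO vehicle for no effect and wells lacking substrate for full effect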
T cell modulator: modulates CD8 T cell binding to vesicles. 2C CD8+ T cell-vesicle binding, flow cytometry; hits give low values. AID 2052. hit rate 0.068% among 330,000. calls only at 7 µM;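 active = response, share of CD8 T cells binding vesicles, and their 90th percentile fluorescence all below set limits, cut at about 80% in these data, passing the limit was not always enough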
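incubation = binding step 1.5 h, 37 °C, antibody labelling 20 min, ice | test system = 2C mouse CD8+ T cells | read-out basis = percent CD8+ FL2 mean versus row control | controls = Peptide-free naked vesicles (low) and QL9 vesicles with 0.7% DMSO vehicle (high) | detection = flow cytometry of vesicle-bound cells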
bCat nuc transl: modulators of beta-catenin nuclear translocation | HeLa beta-catenin nuclear translocation, immunofluorescence imaging | nuclear translocation activity, % at 5 µM | hit rate 0.3% among 190,000 | AID 1665;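 active = nuclear translocation activity above 50% at 5 µM, with a well cell count of 50 or more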;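 note: per-cell ratio of nuclear to cytoplasmic median beta-catenin stain intensity; plate controls were DMSO negative control for no effect and GSK-3 inhibitor IX positive control for full effect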
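System: HeLa cells, endogenous beta-catenin; compound dosing: 5 µM primary single dose, 0.1% DMSO, 0.02–20 µM confirmation series; incubation: 24 h compound exposure at 37°C, 5% CO2; signal: beta-catenin immunofluorescence imaging with DAPI; evaluation: % activation, nuclear-to-cytoplasmic median beta-catenin signal ratio per cell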
MT stabilizer: microtubule stabilizers in HeLa cells; HeLa tubulin immunostaining HCS, 24 h; share of cells brighter than vehicle mean+2SD; % tubulin-high responders, % at 10 µM; hit rate 0.83% among 200,000; AID 2205;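 active = plate Z-score above 3 for both tubulin-high and condensed-nucleus cell shares, with cell loss under 80%, at 10 µM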;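 note: anti alpha tubulin signal scored within the nucleus-defined area of each cell; some results filed as inactive read as strong as hits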
Dynein cargo inh cytoplasmic EGFP: also measured in Dynein cargo inh; calls as there; z-score; measured here: cytoplasmic GR-EGFP intensity; hits give high values
Dynein cargo inh nuclear GR-EGFP: also measured in Dynein cargo inh; calls as there; z-score; measured here: nuclear GR-EGFP intensity;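 lower value marks the stronger effect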
Dynein cargo inh cell count: recorded beside Dynein cargo inh, whose call it bears; z-score; measured here: cell count per field
Insulin prom up cell count: recorded beside Insulin prom up, whose call it bears; cell count; measured here: cytotoxicity, nuclei count;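 total cells summed across four imaged fields per well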
Hep lipid drop cells 6.5 µM: recorded beside Hep lipid drop, whose call it bears; cell count; measured here: cell count, cytotoxicity flag;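 cells counted across two imaged fields per well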
bCat nuc transl cell count 5 µM: second read-out of bCat nuc transl, no call of its own (marks repeat the call); cell count; measured here: cell count, cytotoxicity flag
T cell modulator vesicle-bound %: second read-out of T cell modulator, no call of its own (marks repeat the call); double positive events, %; measured here: CD8+ vesicle-bound cell fraction;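 binding gate set so that unloaded-vesicle control wells show 10% double positive cells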
MT stabilizer Hoechst-high %: further read-out of MT stabilizer, marked with its call; % Hoechst-high responders; measured here: nuclear condensation Hoechst responders;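 share of cells brighter than vehicle mean plus two SD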
MT stabilizer cytotoxicity %: also measured in MT stabilizer; calls as there; toxicity, %; measured here: cytotoxicity by cell density;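 0% = mean cell density of plate MIN control wells and 100% = no cells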
Myeloid diff 2 GFP+ MAC1+ %: recorded beside Myeloid diff 2, whose call it bears; GFP+ MAC1+ double positive, %; measured here: differentiation confirmed by MAC1 staining
* = called active by the depositor; i = inactive; / = no result given.

SMILES	Dynein cargo inh	Dynein cargo inh cytoplasmic EGFP	Dynein cargo inh nuclear GR-EGFP	Dynein cargo inh cell count	Hep lipid drop	Hep lipid drop cells 6.5 µM	TNAP activators	Insulin prom up	Insulin prom up cell count	Myeloid diff 2	Myeloid diff 2 GFP+ MAC1+ %	PMI inhibitors	T cell modulator	T cell modulator vesicle-bound %	bCat nuc transl	bCat nuc transl cell count 5 µM	MT stabilizer	MT stabilizer Hoechst-high %	MT stabilizer cytotoxicity %
CCC(=O)NC1(C(F)(F)F)C(=O)NC(C)=C1C#N (stereo not drawn)	0.082	-0.25	0.21	-0.13	3	678	1.2	0.7	1915	i	1.3	16%	i	34	1.0	1019	1.4	1.6	5.5
Cc1ccc(NC(=O)CS(=O)CC(=O)N(C2CCCC2)C(C)C(=O)NC2CCCCC2)cc1 (stereo not drawn)	-1	-0.21	-0.55	2.4	-22	749	1	-1.1	920	i	7.1	-12%	i	18	-0.8	1016	3.0	1.3	1.7
CC1CCC(n2c(=S)[nH]c3ccccc3c2=O)CC1 (stereo not drawn)	-0.7	-0.21	-0.48	0.71	/	/	1	0.49	1227	/	/	8%	i	46	/	/	1.7	1.5	8.6
CCCCn1cnc2c(c1=O)c1nc3ccccc3nc1n2Cc1ccc2c(c1)OCO2	-0.7	0.013	-0.38	0.16	0	724	/	-0.07	1430	i	1.2	/	i	21	0.8	1065	/	/	/
COc1ccc(NC(=O)CN2CCCN(S(=O)(=O)c3ccc(F)cc3)CC2)cc1	-0.74	-0.055	-0.53	0.87	-8	744	1.1	-0.05	962	i	13	6%	i	42	-1.0	1210	1.3	1.3	17
Nc1nc(CN2CCN(c3ccccc3F)CC2)nc(Nc2ccc3c(c2)OCCO3)n1	1.2	-0.26	-0.37	-0.64	/	/	1	-0.95	1526	i	13	3%	i	9	0.0	1374	2.6	1.6	4.2
C=CCNCCOCCOc1ccc(C)cc1[N+](=O)[O-]	-0.47	-0.16	-0.45	0.83	/	/	1.2	-0.05	1429	i	0.2	10%	i	37	0.9	1378	2.2	1.8	2.5
NC(=O)C[n+]1ccc(/C=N/O)cc1	-0.82	-0.031	-0.56	0.58	2	703	1.1	0.22	1157	i	0.1	1%	i	55	-2.0	1124	1.5	2.3	4.5
Cc1ccc(-c2nc3cccnc3o2)cc1NC(=O)COc1ccc(C(C)(C)C)cc1	0.04	-0.26	-0.22	-0.4	9	773	1	-1.6	781	i	0.7	9%	i	34	/	/	1.8	1.1	3.8
CCOc1ccc2nc(-c3cc(NC(C)=O)ccc3O)sc2c1	-0.51	0.22	-0.5	0.55	9	632	1.3	0.46	1108	i	0.2	14%	i	56	-2.4	1073	2.7	1.6	5.9
Cc1ccnc2nc(C(=O)OCC(=O)Nc3ccc4c(c3)OC(F)(F)O4)nn12	0.92	0.079	0.58	-0.21	/	/	1	-0.2	1516	i	5.4	-11%	i	51	-0.8	1358	2.2	1.6	7.6
CCC1=C(OC(=O)N(CC)CC)N2C(=O)OC(=NCC3CC3)[C@]2(Cc2ccccc2)[C@H]2C1=CC[C@H]1C(=O)NC(=O)[C@H]12	2.3	-0.73	1.2	-1.3	-38	705	/	0.28	798	i	2.3	/	i	8	-2.0	1123	/	/	/
Cc1cc(C)c(C(=O)C2OC(=O)C(C)(C)C(=O)C2(C)C)c(C)c1 (stereo not drawn)	0.65	0.24	0.24	-0.87	7	778	1.2	/	/	i	0.7	3%	i	36	-15	1231	1.9	1.1	10
CCOC(=O)C1CCN(Cc2ccc(OC)c(C)c2OC)CC1	0.076	-0.19	0.24	0.034	/	/	1.1	-0.21	1254	i	0.7	-4%	i	22	-1.3	1167	4.2	2.3	5.3
CN(C)S(=O)(=O)c1ccc(C(=O)OCC(=O)Nc2ccc(OC(F)F)cc2)cc1	-0.66	-0.13	0.4	-0.75	-12	684	/	0.27	1053	i	0.4	/	i	40	-0.8	1369	/	/	/
COc1cccc(-c2nnc(-c3ccc(C)o3)o2)c1	1.2	-0.18	0.038	-1	8	762	1	/	/	i	0.9	-12%	i	42	4.7	493	3.3	1.7	3.7
COc1ccc(N(C(=O)CNC(=O)c2ccco2)C(C(=O)NC2CCCC2)c2ccncc2)cc1 (stereo not drawn)	-0.51	-0.4	-0.77	1.3	1	628	1.1	0.07	1418	i	0.0	18%	i	45	0.9	1536	1.9	1.3	3.5
COC(=O)c1cc(-c2ccc(OC)c(OC)c2)on1	-0.12	-0.19	-0.24	-0.058	/	/	0.9	1.5	1206	i	0.7	-3%	i	10	-0.9	1155	2.4	2.0	0.1
COc1ccc(NC(=O)/C(=C/c2cccs2)NC(=O)c2ccco2)cc1	-0.27	-0.25	-0.17	0.33	-16	719	/	-0.12	1146	i	0.4	/	i	58	0.1	1268	/	/	/
O=[N+]([O-])c1ccc(N2CCCCC2)cc1NCCOc1ccccc1	0.68	-0.19	0.52	-0.93	-33	537	1	-0.87	1410	i	0.7	10%	i	42	-1.8	1093	2.9	1.1	4.0
COc1cccc(N2C(=O)CC(N3CCc4ccccc4C3)C2=O)c1 (stereo not drawn)	0.37	-0.24	0.6	0.79	-11	712	/	0.21	1086	i	0.4	/	i	54	-0.3	1398	/	/	/
CC(C)NC(=O)Nc1n[nH]c(Nc2ccc(Cl)cc2)n1	-0.29	-0.21	-0.2	0.71	-11	710	/	-0.42	1433	i	0.4	/	i	53	-0.2	1073	/	/	/
CC(C)CN(CC(C)C)C(=O)C12CCC(C)(C(=O)O1)C2(C)C (stereo not drawn)	-0.54	-0.26	-0.072	1.6	11	735	1.1	/	/	i	1.3	-1%	i	26	/	/	2.3	2.4	9.5
O=C(NCCCn1ccnc1)c1ccc(Br)o1	-0.073	0.2	0.19	0.26	-46	810	0.8	/	/	i	1.0	-3%	i	50	/	/	2.8	1.2	7.7
CCOC(=O)CS(=O)(=O)c1ccccc1	-1.7	-0.17	-0.049	0.63	/	/	1.1	0.52	1614	i	0.5	2%	i	29	-3.8	923	1.9	1.5	7.0

Further entries
SMILES	Dynein cargo inh	Dynein cargo inh cytoplasmic EGFP	Dynein cargo inh nuclear GR-EGFP	Dynein cargo inh cell count	Hep lipid drop	Hep lipid drop cells 6.5 µM	TNAP activators	Insulin prom up	Insulin prom up cell count	Myeloid diff 2	Myeloid diff 2 GFP+ MAC1+ %	PMI inhibitors	T cell modulator	T cell modulator vesicle-bound %	bCat nuc transl	bCat nuc transl cell count 5 µM	MT stabilizer	MT stabilizer Hoechst-high %	MT stabilizer cytotoxicity %
O=C(Nc1cccc(-c2cn3ccccc3n2)c1)C1CC1	-0.51	-0.18	-0.085	0.64	-3	631	1.1	-0.06	1757	i	0.7	13%	i	25	0.4	1061	1.1	1.0	8.6
N#Cc1ccccc1OCC(=O)NCC1(N2CCCCC2)CCCCC1	0.15	-0.2	0.14	0.16	-5	659	1.1	-0.99	1327	i	0.4	4%	i	46	-0.8	1034	3.2	3.0	4.3
COc1ccc2c(c1)N1CCN=C1N2C	-0.91	-0.19	-0.45	0.33	/	/	1.1	-0.71	1195	i	0.4	-6%	i	7	-2.3	1222	2.6	1.0	10
Cc1cc(NC(=O)CO/N=C/c2ccc3c(c2)OCO3)ccc1Br	-0.2	0.11	0.17	0.34	/	/	1.1	0.22	1430	i	0.9	2%	i	30	0.6	1540	1.4	1.7	8.7
C=CCOC(=O)/C(=C\c1cccc2ccccc12)NC(=O)c1ccccc1	2.1	-0.088	1.8	-1.2	/	/	1.1	-0.56	1577	i	0.3	13%	i	29	-0.2	1294	2.9	1.7	0.0
Cc1nn2c(-c3ccncc3)nnc2c2ccccc12	0.5	-0.26	0.16	0.52	-2	647	1	0.04	1820	i	0.8	2%	i	30	-0.4	1031	4.3	2.7	4.8
CCOc1ccc(S(=O)(=O)N(C)c2ccc(OCC(=O)Nc3ccc4[nH]c(=O)[nH]c4c3)cc2)cc1	2.1	0.0081	2.2	-1.8	/	/	1.1	0.32	1130	i	0.9	4%	i	39	-3.5	1028	3.1	3.2	12
CC(NC(=O)COC(=O)Cn1cnc2ccccc2c1=O)C1CC2CCC1C2 (stereo not drawn)	-0.18	-0.13	-0.2	0.97	23	702	0.8	-0.31	1325	i	0.1	8%	i	48	0.8	925	1.1	3.1	6.4
COc1ccc(OC)c(-c2nc3cc4ccccc4cc3nc2-c2ccccc2)c1	2.3	-0.043	0.79	-1.5	2	647	1	-0.6	1305	i	0.4	4%	i	47	-5.3	525	3.1	2.9	13
CCN(CCNC(=O)Nc1ccc(Cl)cc1)c1ccccc1	-0.23	-0.22	-0.085	0.066	/	/	1.1	1.5	1096	i	0.8	25%	i	41	1.8	1362	1.4	2.1	13
